# Bioassay records (PubChem)
# PHOSPHO1 block: inhibitors of human PHOSPHO1 phosphatase | Q8TCT1 | recombinant PHOSPHO1, absorbance phosphatase assay | 1.1% of 290,000 active | AID 1565 | inhibition, % at 13.3 µM; in the data active = inhibition above about 60%
# Target sequence (Q8TCT1 whole entry, looked up): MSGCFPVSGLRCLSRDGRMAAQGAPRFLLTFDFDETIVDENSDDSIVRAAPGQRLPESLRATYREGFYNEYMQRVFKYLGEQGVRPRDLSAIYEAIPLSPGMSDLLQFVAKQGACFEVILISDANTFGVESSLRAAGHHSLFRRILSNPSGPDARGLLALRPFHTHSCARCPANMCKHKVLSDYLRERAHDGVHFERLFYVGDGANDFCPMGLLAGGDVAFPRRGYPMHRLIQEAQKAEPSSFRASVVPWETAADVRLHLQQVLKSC
# HCV NS3 hel inh: HCV NS3 helicase inhibition. 0.56% of 290,000 active. inhibition, % at 10.9 µM. AID 1800. NS3 helicase DNA unwinding, Cy5 molecular beacon fluorescence;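 active = inhibition above the mean of all tested compounds plus 3 SD, set per campaign, cut at about 35% in these data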;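 also: 0% = DMSO wells and 100% = thioflavine S control wells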
#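 Material: hepatitis C virus NS3 helicase domain fragment enzyme; measured by: Cy5 fluorescence, 0 and 60 min reads; control set: DMSO and thioflavine S; incubation: 60 min unwinding reaction at 25 °C after ATP addition; read-out basis: % inhibition from 60/0 min fluorescence ratio, DMSO 0%, thioflavine S 100%; repeats: singlicate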
# pCIP destab: compounds decreasing mouse p/CIP protein stability | Q05BA5 | F442A p/CIP-EGFP cells, EGFP fluorescence, 16 h | decrease of EGFP signal, % at 10 µM | 0.01% of 290,000 active | AID 1984;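 active = EGFP signal decrease of at least 30% at 10 µM or well 3 SD below plate mean, unless failing retest; inactive = the rest, including hits failing retest or dose response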; also: some compounds called inactive have numbers as strong as hits; many of its hits are not listed in these tables
# FID counter: counter-screen for HCV NS3 helicase inhibitors: DNA intercalator displacement. inhibition, % at 7.9 µM. AID 1845. DNA fluorescent intercalator displacement, fluorescence. 0.17% of 290,000 active; in the data active = inhibition above about 37%;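 also: 0% = vehicle and 100% = reference compound; higher means more ethidium bromide displaced from hairpin DNA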
# IDE cell activ: boosts human insulin-degrading enzyme activity in HEK cells | FAbeta-B cleavage, fluorescence polarization; 0% vehicle, 100% cell-free pure enzyme wells | activation, % at 5.96 µM | 0.073% of 340,000 active | AID 493087;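 active = activation above the mean of all tested compounds plus 3 SD, set per screening campaign, cut at about 17% in these data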
# IMP-1 inh: inhibitors of Pseudomonas aeruginosa IMP-1 metallo-beta-lactamase | 0.45% of 290,000 active | AID 1556 | purified IMP-1, nitrocefin hydrolysis, epi-absorbance fluorescence | inhibition, % at 5.6 µM;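 active = inhibition above the mean plus 3 SD of all compounds in the same screening run, cut at about 4.5% in these data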;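 also: 0% = IMP-1 with DMSO and 100% = DMSO wells lacking enzyme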
#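 System: purified IMP-1; amount: IMP-1 0.2 nM before substrate addition; compound: single dose, 5.6 µM; times: 25 °C, 15 min preincubation, 25 min reaction; signal: Epi-absorbance via hydrolysed-nitrocefin quenching of white-plate fluorescence, 480/530 nm, EDTA stop; benchmarks: DMSO with and without IMP-1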
# VIM-2 inh: inhibitors of Pseudomonas aeruginosa VIM-2 metallo-beta-lactamase; purified VIM-2, nitrocefin hydrolysis, epi-absorbance fluorescence; inhibition, % at 5.6 µM; 0.89% of 290,000 active;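 active = inhibition above the mean of all tested compounds plus 3 SD, cutoff set per screening run, cut at about 7.5% in these data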;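 also: red hydrolysis product quenches plate fluorescence so inhibitors raise well fluorescence; 0% = enzyme with DMSO and 100% = DMSO without enzyme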
# MEKK3 PB1 HTS: MEKK3-MEK5 PB1 interaction, increase or decrease; Q99759; bead-based flow cytometry, Alexa488-MEK5 binding to MEKK3; actives lie on both sides; 0 = blocked by unlabeled MEK5, 100 = vehicle; binding response (% of control), % at 10 µM; 1.4% of 290,000 active;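 active = binding response more than 3 SD above or below the average of its plate-row segment, actives on both sides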;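 also: Alexa488 bead fluorescence after subtracting the streptavidin-only scavenger bead signal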
# Target sequence (Q99759 whole entry, looked up): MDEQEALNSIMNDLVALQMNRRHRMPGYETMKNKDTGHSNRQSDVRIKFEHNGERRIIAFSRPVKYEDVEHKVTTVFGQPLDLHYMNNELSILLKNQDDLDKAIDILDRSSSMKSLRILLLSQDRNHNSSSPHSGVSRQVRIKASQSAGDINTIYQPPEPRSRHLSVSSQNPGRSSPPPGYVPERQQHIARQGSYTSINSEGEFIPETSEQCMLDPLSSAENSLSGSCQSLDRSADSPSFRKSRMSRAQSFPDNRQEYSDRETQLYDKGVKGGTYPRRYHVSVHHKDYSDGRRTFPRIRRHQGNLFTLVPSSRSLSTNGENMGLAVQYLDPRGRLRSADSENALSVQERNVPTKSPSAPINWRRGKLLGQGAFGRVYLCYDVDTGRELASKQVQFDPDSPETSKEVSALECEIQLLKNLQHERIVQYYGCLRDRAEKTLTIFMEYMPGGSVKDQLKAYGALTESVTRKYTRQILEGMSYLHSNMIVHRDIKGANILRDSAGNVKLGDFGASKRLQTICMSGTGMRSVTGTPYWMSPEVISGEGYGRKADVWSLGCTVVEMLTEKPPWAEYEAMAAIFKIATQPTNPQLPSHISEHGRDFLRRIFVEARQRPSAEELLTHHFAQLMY
# UBC9 SUMO inh: blocks human SUMOylation mediated by UBC9; P63279; HTRF SUMOylation assay, SAE1/SAE2 + UBC9, in vitro; inhibition, % at 35 µM; 0.36% of 290,000 active; AID 2006; in the data active = inhibition above about 50%, passing the limit was not always enough; also: strong numbers were not always called active
# * = called active by the depositor; . = not tested or not shown. Only part of the results is shown; count on the stated rates, not on these rows.
SMILES,PHOSPHO1 block,HCV NS3 hel inh,pCIP destab,FID counter,IDE cell activ,IMP-1 inh,VIM-2 inh,MEKK3 PB1 HTS,UBC9 SUMO inh
Cc1ccc([N+](=O)[O-])c(OCCN2CCc3ccccc3C2)c1,19,-9,-5,5,4,-1.6,-2.6,101,4
O=C(CCCc1ccccc1)NCCc1ccc(F)cc1,-1,3,-5,-20,1,-4.8,-3.6,110,7
CCCn1nc2cc(C(=O)NCc3ccc(OC)cc3)ccc2c1OCC,32,-1,-12,-19,-1,-0.6,-1.5,101,19
CC(=O)NC(=O)NC1CSCC1OC(C)=O (stereo not given),19,2,3,-4,-5,-3.6,-6.3,100,2
CC(C)(C)NC(=O)NC(=O)COc1ccccn1,-25,5,-1,-1,-2,-0.8,0.0,97,15
COc1ccccc1CNC(=O)CC(NS(=O)(=O)c1ccc(C)cc1)c1ccco1 (stereo not given),-14,-2,-7,-25,0,-3.9,-1.6,99,6
CCc1nnc(NC(=O)CSc2nnc(C(C)NC(=O)c3ccccc3)n2C)s1 (stereo not given),30,1,-2,-15,2,-0.6,0.6,103,24
Cc1ccc(NCC(O)Cn2cnc3c2c(=O)n(C)c(=O)n3C)cc1 (stereo not given),43,-2,-14,-2,0,-3.4,-2.4,97,6
Cc1ccc(NC(=O)CNC(=O)OCc2ccccc2)cc1C,25,-2,-2,-6,3,-1.2,-3.1,109,-15
CC1CCN(c2c(NCC3CCC(C(=O)N4CCCC(C)C4)CC3)c(=O)c2=O)CC1 (stereo not given),-7,-1,0,-39,7,-0.4,-3.6,99,6
COc1ccc(N2CCN(C3CCCN(C(=O)CN4CCOC4=O)C3)CC2)cc1 (stereo not given),22,-4,3,-5,2,-2.5,-5.3,102,3
Cc1cc(C(=O)N/N=C/c2cccc([N+](=O)[O-])c2O)n[nH]1,1,10,-10,-3,1,-4.3,-3.3,95,0
COC(=O)[C@H]1[C@H](C(=O)OC)[C@@H](C(=O)OC)N(c2ccc(OC)cc2)[C@@H]1C(=O)OC,-11,3,-15,-13,7,-0.9,-1.8,103,1
O=C(NC1CCCC1)c1ccc(Cl)s1,-28,-4,-9,-3,-4,-0.7,-0.1,97,5
CCn1c(SCC(=O)NNC(=O)Cc2ccccc2)nnc1-c1ccncc1,-3,0,-8,-7,0,-2.6,1.9,113,15
Clc1ccc(OCCOCCOc2cccc3cccnc23)c(Br)c1,-9,-11,-9,-15,-5,-3.0,-3.6,137*,-9
Cc1ccc(S(=O)(=O)c2nc(-c3ccc(F)cc3)oc2N2CCOCC2)cc1,12,-7,3,-26,2,-1.2,-2.6,101,-6
CCOC(=O)c1cccc(NC(=O)C2CCCN(S(=O)(=O)c3cnc[nH]3)C2)c1 (stereo not given),13,4,-16,-12,0,-3.9,-4.4,98,16
COc1cc(SC)ccc1C(=O)OCC(=O)NCC(C)C,24,-3,4,-14,1,-1.5,-1.1,97,9
O=C1SCCC1NS(=O)(=O)c1ccc([N+](=O)[O-])cc1 (stereo not given),39,30,-10,-11,8,-0.1,-4.6,95,7
COc1ccc(NC(=O)C2CCCN2S(=O)(=O)c2ccc3c(c2)CCC(=O)N3)cc1 (stereo not given),-2,0,3,-6,6,-2.5,-3.0,98,20
COCc1cc(N2CCCCC2)nc(-c2ccccc2)n1,28,1,12,-4,3,-1.3,0.2,107,-2
CC(O)c1c(-c2ccccc2)nn(C)c1Cl (stereo not given),40,-10,11,-3,7,-2.2,1.7,101,-5
Nc1nc(NCc2ccccc2Cl)n(-c2ccccc2)n1,.,0,6,-8,7,-2.5,-2.6,105,9
CCOC(=O)N/N=C/c1ccc(C)o1,12,1,-4,0,4,-2.2,-5.8,104,-6
CCOc1cccc(CN2CCC(n3nccc3NC(=O)c3ccc4c(c3)OCO4)CC2)c1,28,-19,-11,13,-4,-3.3,-2.3,99,-6
O=C(NCCCNC(=O)c1cccnc1)c1ccc(Cl)cc1,-36,3,3,-7,2,-2.7,-3.0,99,-6
COc1cc(-c2c(C#N)c(N)nc3[nH]c(=S)[nH]c(=O)c23)ccc1O,23,-1,2,-5,2,-0.9,-1.6,103,4
Cc1ccc(S(=O)(=O)C2(C(=O)NCc3ccc4c(c3)OCO4)CC2)cc1,2,-2,-10,-2,3,-2.6,-6.2,106,7
COc1cc(OC)cc(C(=O)Nc2cccc(NC(C)=O)c2)c1,0,3,-2,-4,3,-3.6,-0.6,103,-3
CCOC(=O)N1CCN(C(=O)c2cc3c(s2)-c2ccccc2OC3)CC1,38,6,-11,-33,-3,-3.9,-3.4,113,21
CS(=O)(=O)N(CC(=O)Nc1ccccc1C(=O)N1CCCC1)c1ccc2c(c1)OCO2,2,-1,9,-8,7,-2.7,-2.1,99,-20
COc1ccc(OC)c(NC(=O)c2nc(-c3ccccc3)oc2C)c1,-30,-4,-13,3,2,-1.6,-0.2,98,7
c1ccc(Nc2nc(-c3ccncc3)cs2)nc1,-7,-4,-1,-11,-1,-4.4,-1.9,100,28
CCn1cc(C(=O)N(C)c2cc(C)ccc2OC)c2cc(OC)c(OC)cc2c1=O,23,6,-4,-44,4,0.1,2.5,101,-25
COC(=O)CCC(=O)N1CCc2cc(S(=O)(=O)N3CCc4ccccc43)ccc21,13,-1,-5,-10,4,-3.5,-4.2,106,16

# Sorted by SMILES length (ascending): part of the list above.
SMILES,PHOSPHO1 block,HCV NS3 hel inh,pCIP destab,FID counter,IDE cell activ,IMP-1 inh,VIM-2 inh,MEKK3 PB1 HTS,UBC9 SUMO inh
CCOC(=O)N/N=C/c1ccc(C)o1,12,1,-4,0,4,-2.2,-5.8,104,-6
CC(O)c1c(-c2ccccc2)nn(C)c1Cl (stereo not given),40,-10,11,-3,7,-2.2,1.7,101,-5
c1ccc(Nc2nc(-c3ccncc3)cs2)nc1,-7,-4,-1,-11,-1,-4.4,-1.9,100,28
COCc1cc(N2CCCCC2)nc(-c2ccccc2)n1,28,1,12,-4,3,-1.3,0.2,107,-2
COc1cc(SC)ccc1C(=O)OCC(=O)NCC(C)C,24,-3,4,-14,1,-1.5,-1.1,97,9
O=C(NCCCNC(=O)c1cccnc1)c1ccc(Cl)cc1,-36,3,3,-7,2,-2.7,-3.0,99,-6
COc1cc(OC)cc(C(=O)Nc2cccc(NC(C)=O)c2)c1,0,3,-2,-4,3,-3.6,-0.6,103,-3
COc1ccc(OC)c(NC(=O)c2nc(-c3ccccc3)oc2C)c1,-30,-4,-13,3,2,-1.6,-0.2,98,7
CCOC(=O)N1CCN(C(=O)c2cc3c(s2)-c2ccccc2OC3)CC1,38,6,-11,-33,-3,-3.9,-3.4,113,21
Cc1ccc(S(=O)(=O)C2(C(=O)NCc3ccc4c(c3)OCO4)CC2)cc1,2,-2,-10,-2,3,-2.6,-6.2,106,7
CCn1cc(C(=O)N(C)c2cc(C)ccc2OC)c2cc(OC)c(OC)cc2c1=O,23,6,-4,-44,4,0.1,2.5,101,-25
COC(=O)CCC(=O)N1CCc2cc(S(=O)(=O)N3CCc4ccccc43)ccc21,13,-1,-5,-10,4,-3.5,-4.2,106,16
CCOc1cccc(CN2CCC(n3nccc3NC(=O)c3ccc4c(c3)OCO4)CC2)c1,28,-19,-11,13,-4,-3.3,-2.3,99,-6
COc1ccc(NC(=O)C2CCCN2S(=O)(=O)c2ccc3c(c2)CCC(=O)N3)cc1 (stereo not given),-2,0,3,-6,6,-2.5,-3.0,98,20
CS(=O)(=O)N(CC(=O)Nc1ccccc1C(=O)N1CCCC1)c1ccc2c(c1)OCO2,2,-1,9,-8,7,-2.7,-2.1,99,-20

# Going on with the list.
SMILES,PHOSPHO1 block,HCV NS3 hel inh,pCIP destab,FID counter,IDE cell activ,IMP-1 inh,VIM-2 inh,MEKK3 PB1 HTS,UBC9 SUMO inh
CCOc1ccc(CC(=O)C2C(=O)CC(C)(C)CC2=O)cc1OCC,35,-5,2,-1,-1,-0.7,-0.7,99,-5
Cc1nc(-c2ccccn2)nc(SCC(=O)c2ccc(F)cc2)c1Cl,32,-3,-2,-22,7,-5.7,50*,134*,3
COc1ccc(CSc2ncnc3sccc23)cc1F,-4,1,11,-5,3,-0.7,-0.4,89,-16
CC(C)(C)n1nnnc1C(c1cccc(C#N)c1)N1CCC(Cc2ccccc2)CC1 (stereo not given),-3,1,2,0,4,-3.0,-2.8,101,-3
Cc1ccc(N2CC(C(=O)Nc3nnc(SCC(=O)Nc4nc(C)cs4)s3)CC2=O)cc1 (stereo not given),2,4,5,-8,5,-2.1,-2.9,100,26
Cc1ccc(C)c(S(=O)(=O)NCC(=O)Nc2ccc3c(c2)OCO3)c1,18,-1,-4,-14,5,-1.1,-1.6,98,-9
O=C1C(C=NCCCN2CCCC2=O)=C(O)c2ccccc21,7,-6,-3,-1,0,-1.9,-2.2,99,-4
CCN(CC)CCCNC(=S)N(CCO)Cc1cc2cc3c(cc2[nH]c1=O)OCO3,29,-16,7,0,5,-1.5,-2.4,104,18
CCCCNC(=O)CCn1nc(-c2ccccc2)c2ccccc2c1=O,16,-6,-12,-31,-1,-3.1,-4.4,90,15
CC(C)C(=O)Nc1cccc(C(=O)NCc2ccc(S(N)(=O)=O)cc2)c1,24,1,-4,0,-3,-6.1,-1.1,100,-21
O=C(NCc1ccco1)c1ccc2c(c1)N(Cc1ccccc1)C(=O)CS2,9,-4,2,-17,-4,0.6,-2.8,107,-5
O=C(CNc1ccc(F)cc1)c1ccccc1,17,-13,3,3,0,-1.8,-1.7,103,18
Cc1ccc(SCCN2CCN(C)CC2)cc1,35,5,-8,13,5,-2.5,-1.4,100,13
COc1ccc2cc3cc(C(=O)N(C)C4CCCCC4)oc3nc2c1,21,-2,3,-30,0,-0.9,-0.8,99,-23
O=C(Nc1ccccc1C(=O)N1CCCCC1)c1cccs1,22,12,-8,-5,1,-0.7,-1.2,102,-1
CCOc1ccccc1NC(=O)CC(O)(C(F)(F)F)C(F)(F)F,3,-19,-6,-1,1,-3.5,-0.9,120,-33
COCc1nnc(NS(=O)(=O)c2c(C)cc(C)cc2C)s1,21,-5,-9,-27,3,-3.4,-2.6,103,29
O=C(O)CSc1nnc(-c2cccnc2)n1Cc1ccccc1,21,-2,-3,-4,0,-2.2,-2.7,100,-23
CN(C)C(=O)CCCc1nc(-c2ccc(Cl)cc2)no1,26,0,-16,-12,7,-3.9,-2.4,98,1
